PG9 binder: binders of HIV-1 gp120 antibody PG9, primary screen, biochemical, TR-FRET; TR-FRET gp120-PG9 antibody binding; inhibition, % at 6.7 µM; actives 0.43% (n = 360,000); HIV-1 gp120 / PG9 antibody interaction; in the data active = inhibition above about 8.5%
SMARCA2 activ: SMARCA2 (BRM) function activators, primary screen, cell-based, luminescence, high throughput; MG213 cells, MMTV-luciferase reporter, dexamethasone, overnight; activation, % at 9.1 µM; actives 1% (n = 370,000); in the data active = activation above about 7.8%;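 note: 0% = vehicle wells and 100% = reference activator wells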
ADAM10 inh: human ADAM10 inhibitors, primary screen, biochemical, QFRET, HTS; AID 720582, 2013; actives 0.62% (n = 370,000); inhibition, % at 7 µM; recombinant ADAM10, EDANS/DABCYL FRET peptide cleavage, 3 h; Disintegrin and metalloproteinase domain-containing protein 10 (Homo sapiens), O14672;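 active = inhibition above a per-campaign cutoff equal to the mean of compounds falling between control-based bounds plus 3 SD, cut at about 20% in these data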;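 note: 0% = DMSO wells while the 100% control is not disclosed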
DAX1 inh-1: DAX1 (NR0B1) inhibitors, primary screen, cell-based, HEK293, Gal4-DAX1, luciferase luminescence; HEK293 Gal4-DAX1 luciferase reporter; AID 504766, 2011; inhibition, % at 6.75 µM; actives 0.99% (n = 340,000);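 active = inhibition above the mean over all tested compounds plus 3 SD, cut at about 4.2% in these data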;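 note: 0% = DAX1-transfected cells with DMSO and 100% = empty-vector control cells with DMSO; inhibition shows as a rise in luminescence from relieved DAX1 repression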
Target sequence (P51843 207-470 limits assumed): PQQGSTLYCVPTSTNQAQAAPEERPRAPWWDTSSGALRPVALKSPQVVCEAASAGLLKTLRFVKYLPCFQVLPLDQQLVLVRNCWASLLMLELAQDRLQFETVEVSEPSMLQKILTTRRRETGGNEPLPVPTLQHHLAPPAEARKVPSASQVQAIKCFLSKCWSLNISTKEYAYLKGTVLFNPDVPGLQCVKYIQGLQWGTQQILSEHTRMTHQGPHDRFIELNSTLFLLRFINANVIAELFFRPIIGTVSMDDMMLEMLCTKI
NPR1 activator: GC-A stimulated cGMP production enhancers – HEK293 GC-A cells, cGMP TR-FRET, EC30 ANP, primary screen; Atrial natriuretic peptide receptor 1 (Homo sapiens), P16066; 0% at EC30 ANP, 100% saturating ANP; activation, % at 10 µM; actives 0.14% (n = 370,000); in the data active = activation above about 40%
FXN GAA850 act: FXN promoter activators, primary screen, cell-based, luciferase luminescence, HEK293 lucGAA850; HEK293 lucGAA850 FXN promoter luciferase reporter, 24 h; percent of 10 µM SAHA response; activation, % at 6 µM; actives 0.56% (n = 360,000); AID 540364, 2011;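 active = activation above the average of all compounds screened plus 3 SD, cutoff fixed separately per campaign, cut at about 7.5% in these data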;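 note: 0% = DMSO wells and 100% = 10 µM SAHA wells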
DAX1 inh-2: DAX1 (NR0B1) inhibitors on StAR promoter, primary screen, cell-based, luminescence, SF-1 (NR5A1), full-length DAX-1; HEK293T StAR-luciferase reporter, SF-1/DAX-1 repression relief; inhibition, % at 6.8 µM; actives 1.1% (n = 370,000); AID 652010, 2013;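 active = inhibition above the mean over all tested compounds plus 3 SD, cut at about 3.6% in these data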;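 note: 0% = DAX-1 cells with DMSO and 100% = cells lacking DAX-1 with DMSO; higher inhibition means more luminescence from relief of DAX-1 repression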
hgDAF12 agonist: H. glycines DAF-12 receptor agonists, primary screen, cell-based, luminescence, HEK293, GAL4 fusion, UAS-luciferase; Nuclear hormone receptor DAF-12 (Heterodera glycines), GAL4 fusion; actives 1.8% (n = 370,000); HEK293 GAL4-hgDAF12 UAS-luciferase reporter, agonist luminescence; normalized to butyrate control; activation, % at 6.8 µM;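 active = activation above a cutoff set at the mean of all screened compounds plus 3 SD, cut at about 10% in these data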;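 note: 0% = DMSO wells and 100% = sodium butyrate wells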
ADAM17 inh: ADAM17 inhibitors, primary screen, biochemical, QFRET. recombinant ADAM17, EDANS/DABCYL FRET peptide cleavage. inhibition, % at 6.95 µM. actives 0.83% (n = 370,000). AID 720648, 2013;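 active = inhibition above the mean of compounds lying between control limits plus 3 SD, set per campaign, cut at about 8.5% in these data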;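 note: 0% = DMSO-only wells as the low control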
Target sequence (P78536 215-824 limits assumed): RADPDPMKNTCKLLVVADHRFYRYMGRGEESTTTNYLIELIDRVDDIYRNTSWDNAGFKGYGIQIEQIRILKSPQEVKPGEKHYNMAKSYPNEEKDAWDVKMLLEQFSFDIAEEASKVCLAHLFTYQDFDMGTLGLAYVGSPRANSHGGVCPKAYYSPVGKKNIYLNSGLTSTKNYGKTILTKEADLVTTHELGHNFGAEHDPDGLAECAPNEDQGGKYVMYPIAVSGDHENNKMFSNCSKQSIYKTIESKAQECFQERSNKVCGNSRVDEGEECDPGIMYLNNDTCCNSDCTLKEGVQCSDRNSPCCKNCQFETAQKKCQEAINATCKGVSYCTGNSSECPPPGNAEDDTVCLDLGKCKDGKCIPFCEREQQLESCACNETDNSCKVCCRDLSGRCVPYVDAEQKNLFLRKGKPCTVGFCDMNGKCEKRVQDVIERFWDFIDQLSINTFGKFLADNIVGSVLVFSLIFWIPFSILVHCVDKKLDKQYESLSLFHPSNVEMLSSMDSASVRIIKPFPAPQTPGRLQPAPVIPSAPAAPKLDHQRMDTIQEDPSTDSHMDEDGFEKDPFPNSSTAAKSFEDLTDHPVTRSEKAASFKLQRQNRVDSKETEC
hcDAF-12 act: H. contortus DAF-12 nuclear receptor activators, primary screen, cell-based, luminescence, HEK293, lit1-tk-luc reporter; activation, % at 6.8 µM; actives 1.4% (n = 370,000); HEK293 hcDAF-12 lit1-tk-luc reporter; 0% DMSO, 100% Δ7-dafachronic acid;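 active = activation above the mean of all tested compounds plus 3 SD, cut at about 5.5% in these data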;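 note: 100% = response to 3 µM Δ7-dafachronic acid high control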
ssDAF12 agonist: S. stercoralis DAF-12 nuclear receptor activators, primary screen, cell-based, luminescence, HEK293, GRIP1 co-expression, lit1-tk-luc; activation, % at 6.8 µM; actives 1% (n = 370,000); HEK293 ssDAF-12/GRIP1 lit1-tk-luc reporter; % of 3 µM dafachronic acid response; Nuclear hormone receptor DAF-12 (Strongyloides stercoralis);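 active = activation above the mean over all tested compounds plus 3 SD, cut at about 0.9% in these data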;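 note: 0% = DMSO-only wells and 100% = 3 µM delta7-dafachronic acid wells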
Starred values were filed as active, the others as inactive; · = no result given.

SMILES	PG9 binder	SMARCA2 activ	ADAM10 inh	DAX1 inh-1	NPR1 activator	FXN GAA850 act	DAX1 inh-2	hgDAF12 agonist	ADAM17 inh	hcDAF-12 act	ssDAF12 agonist
CCOc1cc(N2CCOCC2)c(OCC)cc1NC(=O)c1ccc(NC(C)=O)cc1	-2.1	-1	1	-1.1	-1	3.4	-0.9	-0.6	-3	-2.2	-1.1
COc1ccc(OCC(=O)NCCc2ccc(S(N)(=O)=O)cc2)cc1	0.2	2	-8	1.7	5	-4.4	0.5	-1.2	-1	-0.9	-1.1
CCOC(=O)c1ccc(N2N=C(C)/C(=C/C=C/c3ccco3)C2=O)cc1	-3.2	1	4	0.3	-4	-2.4	-0.4	1.1	2	0.8	-1.5
CN(C)S(=O)(=O)c1ccc(N2CCOCC2)c(C(=O)NCc2ccc3c(c2)OCO3)c1	1.1	1	-1	0.1	-3	0.4	-0.6	3.8	-2	-0.7	-1.2
CCN(CC)C(=O)c1ccc2sc([C@@H]3O[C@H](CO)[C@H](O)[C@H](O)[C@H]3O)nc2c1	0.0	2	0	·	1	0.6	-0.2	1.7	-2	-2.5	-0.8
Cc1cc(S(=O)(=O)N2CCCc3ccccc32)ccc1-n1cnnn1	0.4	-4	3	-2.0	0	6.7	-0.7	1.2	-2	-0.1	-0.1
COc1ccccc1NC(=O)COc1ccc(C(=O)NCc2ccccc2)cc1OC	0.6	1	0	-0.5	1	-1.9	-3.0	-1.0	1	-2.5	-1.4
Cc1ccc(/C=N/NC(=O)C(C)NC(=O)c2ccccc2)cc1 (stereo not given)	-3.3	2	-1	-0.3	-3	0.5	-0.3	0.3	-1	1.9	-0.9
CN(CC(=O)Nc1ccc2c(c1)OCO2)CC(=O)Nc1ccc(F)c(F)c1F	-0.6	-2	-11	-0.1	-3	0.4	-1.5	-3.1	-4	-1.3	-1.8
O=C1CC(c2ccc(F)cc2)CC(O)=C1C1NCCc2ccccc21 (stereo not given)	-1.8	0	4	0.3	-1	1.7	0.3	-0.6	-5	-0.7	-1.0
COCCOCCn1c(CCCO)nc2ccccc21	3.0	0	5	-1.2	2	1.4	-0.6	2.4	-4	-0.7	-1.1
Cc1ccc2nc(N=C(N)N)nc(C)c2c1	0.6	-2	-7	1.1	9	2.6	-0.5	1.4	-4	-0.4	-0.4
O=C(NCc1nnc2c(C(F)(F)F)cc(Cl)cn12)C1CCCC1	0.3	1	-5	0.5	2	-1.0	-0.1	0.4	-2	-0.6	-1.4
CC[N+](C)(CC)CC(O)COCC1COc2ccccc2O1 (stereo not given)	0.2	-1	-7	-1.9	0	0.5	0.3	-0.9	-4	-1.5	-1.3
COc1ccc(Br)c(C(=O)OCC(=O)N2CCc3ccccc32)c1	1.5	-2	-5	0.9	1	2.0	-1.7	3.4	-2	-0.6	-0.7
COc1ccccc1NC(=O)C(C)OC(=O)Cc1ccsc1 (stereo not given)	0.9	-3	-8	1.7	-2	0.3	-0.1	-1.5	-1	0.4	0.2
COc1ccc(S(=O)(=O)N2CCC(NC(=O)c3cccc(F)c3)CC2)cc1	-1.7	-1	2	-0.1	2	-0.4	0.0	-0.3	-1	-0.1	-1.4
O=C(O)C1CC(=O)N(CCc2c[nH]c3ccccc23)C1 (stereo not given)	-0.5	-1	1	1.2	5	-1.1	0.1	0.0	-6	-0.3	-0.5
Cc1ccc(-c2cc(Cc3ccc(N(C)C)cc3)c(=O)[nH]n2)cc1	-1.6	-1	2	·	8	3.5	0.3	-0.3	1	-0.1	-1.1
O=C(CNS(=O)(=O)c1ccc(Br)s1)Nc1ccc2c(c1)OCCO2	0.7	-2	-1	-0.2	3	-2.2	0.0	0.7	0	-1.9	-0.7
Cc1c(Cl)cccc1NC(=S)NC(=O)CCN1C(=O)c2ccccc2C1=O	-2.6	2	1	0.3	4	1.1	-0.4	6.5	-1	-2.3	-1.2
COc1ccc(N2C(=O)CC(Cc3ccccc3OC)C2=O)cc1 (stereo not given)	-1.1	0	7	0.0	-1	1.4	0.7	-1.0	-5	-0.7	-0.8
O=c1cc(Nc2cccc(Br)c2)[nH]c(=O)[nH]1	-1.1	2	-1	·	-2	1.9	-0.1	0.2	1	-1.3	-0.5
O=C1CCc2cc(S(=O)(=O)N3CCN(c4ccc(F)cc4)CC3)cc3c2N1CC3	1.8	-1	-2	-0.8	0	1.4	-0.2	0.7	-3	-1.1	-0.9
CC(C)(C)c1ccc(C(O)c2ncc(-c3ccc4ccccc4c3)[nH]2)cc1 (stereo not given)	0.1	-1	-8	·	-5	-0.8	-1.1	-0.1	1	-0.5	-1.2
CC(NC(=O)c1cc(=O)[nH]c2ccccc12)c1ccc(F)cc1F (stereo not given)	-0.9	1	-56	0.2	1	-1.1	0.0	-0.2	-21	-1.1	-0.8
CC1CCN(CCCOc2ccc(Br)cc2Cl)CC1	-1.3	1	-1	0.7	-4	0.9	1.0	6.7	-2	1.4	-1.1
CC(C)CCn1c(N2CCc3ccccc3C2)nc2c1c(=O)[nH]c(=O)n2C	-0.7	2	-10	0.6	-4	2.1	-0.1	1.7	0	1.1	-1.3
O=[N+]([O-])c1cccc(CSc2nnc3ccccn23)c1	-0.7	4	1	3.7	0	-1.1	0.5	-1.4	-1	-2.4	-0.9
S=c1[nH]nc(Cn2cnc3ccccc32)n1-c1ccccc1Cl	-1.4	0	4	3.2	0	0.4	0.7	-1.9	-4	3.3	-1.3
CN(C(=O)CC1C(=O)NCCN1Cc1c(F)cccc1Cl)C1CCOCC1 (stereo not given)	-1.3	-1	-80	-0.8	0	-1.6	-0.2	-1.4	-19	-0.4	-1.0
CC(C)Cc1nc2oc3c(NCc4cccnc4)ncnc3c2c2c1CCC2	7.4	0	-15	-1.1	11	5.9	0.2	-2.5	-8	-1.7	-1.8
CC(C)C(=O)NC(=S)Nc1sc2c(c1C(N)=O)CCCC2	-2.8	6	5	-0.1	4	5.7	1.0	11*	-2	0.5	-0.4
CCc1nc(Nc2ccc(OC)cc2OC)c2oc3ccccc3c2n1	1.8	-1	-60	0.3	2	1.2	-1.1	-1.2	-18	-3.0	-1.3
O=[N+]([O-])c1ccc(Cl)c(S(=O)(=O)NCCc2ccccn2)c1	-1.7	-1	-5	0.0	-2	1.6	0.2	1.1	-3	0.7	-1.7
Cc1cc(SCc2cccc([N+](=O)[O-])c2)nc(=O)[nH]1	-2.0	2	-4	0.1	-2	0.4	-1.6	-2.5	-2	0.2	-0.7
C=CCNC(=O)Cn1nc(-c2ccccc2)ccc1=O	2.8	0	3	-0.5	-2	0.7	-0.1	1.7	-6	0.5	-1.6
CC(C)Cc1c(O)nc(SCCN2CCOCC2)[nH]c1=O	-0.1	-1	0	1.5	2	-2.3	-0.3	-0.3	-1	-1.5	-1.3
O=C(CNc1ccc(F)cc1)N/N=C/C1CC=CCC1 (stereo not given)	-1.4	-2	-5	-1.5	3	2.2	0.0	0.2	-5	0.0	-0.9
C/C(CCc1ccco1)=N\NC(=O)CNc1cccc2ccccc12	-2.5	1	-426	-0.7	-2	0.6	0.3	-4.0	-109	0.9	-1.5
CCOc1ccc(-c2nnc(SCC(=O)NC3CC3)o2)cc1	-1.0	-3	-9	-0.4	0	1.3	0.8	0.8	-4	-1.1	-1.6
Cc1ccccc1-c1nnc(SCC(=O)NC2CCCC2)o1	-2.0	-2	1	-1.1	1	1.1	-0.2	3.2	0	-1.8	-1.2
O=C(NCCO)c1cc2c([nH]c3ccccc32)c(-c2ccc(F)cc2)n1	3.0	0	-280	-1.4	21	1.0	-0.6	-3.5	-103	-1.1	-1.3
S=C1NCCOCCOCCOCCOCCNC(=S)NCCOCCOCCOCCOCCN1	-0.7	-3	3	1.2	-1	0.5	-0.1	0.5	-2	-1.2	-0.9
CCOC(=O)c1ccc(N2C(=O)CC(N3CCC(Nc4ccc(F)cc4)CC3)C2=O)cc1 (stereo not given)	-3.4	4	-3	0.1	0	-1.3	0.1	1.8	4	-0.9	-0.6
CCOC(=O)C1(C)CCN1C(=O)c1ccc(OC)cc1OC (stereo not given)	-1.0	-2	-5	·	2	0.2	0.4	0.4	-1	-1.1	-0.9
CCOc1ccccc1N(CC(=O)NC(C)(C)C)C(=O)c1ccc(CN2CCOCC2)o1	-1.4	-2	13	-1.0	1	1.9	0.3	1.5	-4	0.2	-0.9
Cc1nn2c(N3CCN(C(=O)c4ccco4)CC3)cc(C(C)(C)C)nc2c1-c1ccccc1	1.7	-1	-4	·	4	·	0.3	0.0	-9	2.1	0.0

Sorted by SMILES length (ascending): part of the list above.
SMILES	PG9 binder	SMARCA2 activ	ADAM10 inh	DAX1 inh-1	NPR1 activator	FXN GAA850 act	DAX1 inh-2	hgDAF12 agonist	ADAM17 inh	hcDAF-12 act	ssDAF12 agonist
Cc1ccccc1-c1nnc(SCC(=O)NC2CCCC2)o1	-2.0	-2	1	-1.1	1	1.1	-0.2	3.2	0	-1.8	-1.2
CCOc1ccccc1N(CC(=O)NC(C)(C)C)C(=O)c1ccc(CN2CCOCC2)o1	-1.4	-2	13	-1.0	1	1.9	0.3	1.5	-4	0.2	-0.9
CCOC(=O)c1ccc(N2C(=O)CC(N3CCC(Nc4ccc(F)cc4)CC3)C2=O)cc1 (stereo not given)	-3.4	4	-3	0.1	0	-1.3	0.1	1.8	4	-0.9	-0.6

(cont.)
SMILES	PG9 binder	SMARCA2 activ	ADAM10 inh	DAX1 inh-1	NPR1 activator	FXN GAA850 act	DAX1 inh-2	hgDAF12 agonist	ADAM17 inh	hcDAF-12 act	ssDAF12 agonist
Cc1ccccc1NC(=O)c1cccc(NC(=O)CCC(=O)O)c1	-1.6	1	4	-0.1	-1	0.9	-0.4	-0.3	0	-0.4	-0.5
CC(C)CNC(=O)C1(C)CCCN1C(=O)c1cncc(Br)c1 (stereo not given)	0.1	-1	1	·	0	1.3	-0.9	0.3	1	0.1	-1.1
O=C(c1cc2ccccc2[nH]1)N1CCOCC1	-2.3	5	8	1.8	2	1.9	0.4	0.0	-3	4.7	0.2
CCC(C(=O)c1ccc(O)cc1)c1ccccc1 (stereo not given)	1.4	-7	0	0.4	4	1.9	-0.9	-1.9	-3	-0.1	-1.0
Cc1cc(C)n(CCCNC(=O)C2CC(=O)N(Cc3ccccc3)C2)n1 (stereo not given)	-0.5	-2	-1	-0.7	3	2.3	-1.7	0.3	-1	0.2	-0.3
CCOc1cc2[nH]c(=O)n(Cc3ccc(C(=O)NCCCN4CCC(C)CC4)cc3)c(=O)c2cc1OCC	1.2	-1	-33	0.2	1	-1.0	-0.3	1.9	-12	-0.4	-1.8
O=C(CSc1ccc(F)cc1)N1CCC(c2nc3ccccc3s2)CC1	0.5	-1	1	-0.1	-2	0.0	-1.8	-1.8	0	-1.2	-1.4
